TCR-CD3 inh: inhibitors of human TCR-CD3 interaction | AID 651800 | actives 0.37% (n = 360,000) | TAMRA-labeled TCR probe fluorescence, biochemical | inhibition, % at 9.4 µM; in the data active = inhibition above about 19%;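 note: recombinant mutant TCR 2C K166C tagged with TAMRA read by polarization; 0% = receptor in buffer alone and 100% = receptor with positive control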
UHRF1 binding: UHRF1 methyl-DNA binding inhibition | Q96T88 | UHRF1 binding to methylated oligo, TR-FRET | inhibition, % at 4.4 µM | actives 0.75% (n = 370,000); in the data active = inhibition above about 21%;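 note: UHRF1 SRA domain binding a hemimethylated CpG hairpin DNA probe; 0% = median of test compound wells and 100% = reference inhibitor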
KLK7 zymogen act: activates the human kallikrein-7 zymogen; AID 652039; actives 0.9% (n = 370,000); activation, % at 7 µM; P49862; purified proKLK7, EDANS-DABCYL substrate fluorescence; 100% is mature enzyme control, 0% vehicle;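 active = activation above the mean of all tested compounds plus 3 SD, computed per campaign excluding outliers beyond control limits, cut at about 13% in these data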
PRMT1 FP inh: inhibitors of human PRMT1; Q99873; recombinant PRMT1, activity-based probe fluorescence polarization; inhibition, % at 2.79 µM; actives 1.3% (n = 370,000); AID 652257;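 active = inhibition above about 21% made by adding two undisclosed values, limit read from the data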
Tn7 DDE FP: disrupts Tn7 cyclic peptide binding to fibrin D-Dimer-E complex. FP displacement of FITC-Tn7 peptide from fibrin DD(E); 0% = median of compound wells per plate. inhibition, % at 8.3 µM. actives 0.13% (n = 370,000);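 active = inhibition above the mean of compounds falling within the control limits plus 3 SD of them, cut at about 14% in these data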;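 note: 0% = plate median of compound wells and 100% = 10 µM Aha-Tn7 peptide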
Target sequence (P02675 whole entry, looked up): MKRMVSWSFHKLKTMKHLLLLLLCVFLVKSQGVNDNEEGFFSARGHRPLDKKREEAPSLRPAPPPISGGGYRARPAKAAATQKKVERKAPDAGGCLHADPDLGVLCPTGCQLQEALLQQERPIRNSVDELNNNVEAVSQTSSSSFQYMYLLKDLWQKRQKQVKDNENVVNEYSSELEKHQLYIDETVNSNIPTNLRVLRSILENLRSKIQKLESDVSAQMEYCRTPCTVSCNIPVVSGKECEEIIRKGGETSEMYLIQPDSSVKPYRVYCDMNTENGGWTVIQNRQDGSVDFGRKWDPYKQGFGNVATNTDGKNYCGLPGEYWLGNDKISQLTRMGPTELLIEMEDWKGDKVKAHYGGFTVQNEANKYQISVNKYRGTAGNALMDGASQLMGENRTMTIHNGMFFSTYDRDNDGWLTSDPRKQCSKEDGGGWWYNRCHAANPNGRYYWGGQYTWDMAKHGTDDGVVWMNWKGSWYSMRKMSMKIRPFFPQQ
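Assay system: Human clot-derived fibrin DD(E) complex | Buffer or medium: Tris/NaCl/CaCl2 buffer, pH 7.8 | Repeats: One replicate per compound | Benchmarks: Aha-Tn7 high control | Measure: % inhibition scaled between sample-field median and high-control FP | Schedule: 10 min plus 3 h, room temperature | Signal: Fluorescence polarization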
LEDGF integ inh: blocks HIV-1 LEDGF/p75-dependent DNA integration. inhibition, % at 3.7 µM. TR-FRET IN-LEDGF/p75 DNA integration, Eu/Cy5. AID 743269. actives 0.64% (n = 370,000);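 active = inhibition above the screen-wide mean plus 3 SD, cut at about 13% in these data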;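 note: signal is the Cy5 over europium emission ratio at 671 and 618 nm; 0% = plate median of compound wells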
SIAE primary: inhibitors of human sialic acid acetylesterase SIAE | SIAE FP-Rh probe binding, fluorescence polarization | Q9HAT2 | inhibition, % at 9.66 µM | actives 0.69% (n = 370,000);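 active = inhibition above a cutoff: mean of compounds within the control limits plus 3 SD of those, cut at about 17% in these data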;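 note: 0% = plate median of compound wells and 100% = probe without SIAE protein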
MBD2 DNA inh: MBD2-methylated oligo binding inhibition; TR-FRET, MBD2 binding to methylated oligonucleotide; Q9UBB5; inhibition, % at 4.4 µM; actives 0.31% (n = 370,000); AID 686964; in the data active = inhibition above about 13%
Target sequence (Q9UBB5 whole entry, looked up): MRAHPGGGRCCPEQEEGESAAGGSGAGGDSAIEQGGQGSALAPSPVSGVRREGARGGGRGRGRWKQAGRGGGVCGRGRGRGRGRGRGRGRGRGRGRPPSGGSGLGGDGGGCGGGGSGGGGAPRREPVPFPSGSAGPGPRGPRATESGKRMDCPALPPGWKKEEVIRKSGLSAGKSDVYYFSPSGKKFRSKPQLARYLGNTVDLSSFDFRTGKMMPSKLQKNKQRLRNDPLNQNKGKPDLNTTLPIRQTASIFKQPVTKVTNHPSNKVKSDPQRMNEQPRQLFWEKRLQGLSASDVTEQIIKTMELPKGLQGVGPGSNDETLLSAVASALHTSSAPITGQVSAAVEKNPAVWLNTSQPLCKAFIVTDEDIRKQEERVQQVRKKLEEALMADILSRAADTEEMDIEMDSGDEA
Tn6 DDE FP: DD(E)-Tn6 binding inhibition, primary FP screen; inhibition, % at 8.3 µM; AID 720509; actives 0.21% (n = 370,000); P02675; Fibrin DD(E) TRITC-Tn6 fluorescence polarization displacement;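 active = inhibition above a per-campaign cutoff: mean of compounds within control limits plus 3 SD, cut at about 15% in these data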;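 note: 0% = median of all compound wells on the plate and 100% = blocking peptide control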
TDP2 absorb: TDP2 (human) inhibition, absorbance primary screen; O95551; recombinant TDP2, T5PNP hydrolysis, p-nitrophenol absorbance 415 nm; inhibition, % at 12.8 µM; actives 0.34% (n = 370,000); AID 720702;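 active = inhibition above the mean of all tested compounds plus 3 SD, set per campaign, cut at about 25% in these data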;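 note: 0% = DMSO with enzyme and 100% = buffer with substrate but no TDP2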
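Test system: Human TDP2 enzyme | Reagent: 5 mM T5PNP | Compound dosing: 12.8 µM single point, 1% DMSO | Incubation: Enzyme reaction with compound for 2 h at 37 °C | Technique: p-Nitrophenol epi absorbance | Read-out: % inhibition relative to enzyme-containing and enzyme-free wells | Benchmarks: High control without enzyme, low control DMSO plus TDP2 | Replicates: Singlicate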
Numbers without * were called inactive; / = no result given. Outcome played no part in choosing rows; overall some 4.6% were active at least once.

Results follow in this order: TCR-CD3 inh, UHRF1 binding, KLK7 zymogen act, PRMT1 FP inh, Tn7 DDE FP, LEDGF integ inh, SIAE primary, MBD2 DNA inh, Tn6 DDE FP, TDP2 absorb
Cc1onc(-c2ccccc2)c1CNC(=O)Nc1ccc(F)cc1F
    8, 1, 0.1, -2, -5, 2, 3, -4, 7, 4
COc1ccc(CC(=O)NNC(=S)NC(=O)c2cccnc2)cc1
    26*, 3, -0.3, 6, 2, 2, 2, 3, -2, -4
O=C(O)CC(NS(=O)(=O)Cc1ccccc1)c1cccc([N+](=O)[O-])c1 (stereo not given)
    -1, 0, -0.1, 4, 0, 0, -5, 1, 2, 10
COC(=O)c1ccc2nc(-c3ccco3)c(Cc3ccccc3)n2c1
    9, 22*, -1.1, 24*, -3, 9, 3, 1, -2, 2
C=CCOc1ccc(C2NC(=S)NC3=C2CCc2ccccc23)cc1 (stereo not given)
    2, -3, 0.1, 5, -2, 1, -1, -5, -6, 8
CCN(Cc1nc(-c2ccc(OC)cc2)no1)C(=O)c1ccoc1C
    10, 1, -0.3, -3, -2, 7, -3, -3, -1, 15
O=C(NCc1nc2ccccc2[nH]1)C1=C[C@H](C2CCCCC2)C[C@H](OCCCCO)O1
    -3, 2, 0.9, 0, -2, -3, 4, -1, 5, -3
O=C(CCN1CCOCC1)N1CCCC(Nc2ccc(F)cc2)C1 (stereo not given)
    7, 1, 0.1, 0, 1, -3, 18*, -4, 15*, -7
O=C(CSc1nnc(C2CCCCC2)o1)N1CCCCC1
    -8, 8, -1.1, 3, 4, 3, -5, 8, -3, -5
C/C(=N\NC(=O)C1CC1c1ccccc1)c1cccc([N+](=O)[O-])c1 (stereo not given)
    -5, 1, -0.1, -1, -1, -3, 6, -3, 3, -8
O=C(Cc1cccs1)N(c1ccccc1)C1C=CS(=O)(=O)C1 (stereo not given)
    7, 2, -0.2, 0, -2, 4, 3, 3, -6, 2
O=c1cc(CSc2nnnn2-c2ccccc2)nc2scc(-c3ccccc3)n12
    1, -4, -0.1, -1, -2, 3, 1, -6, 6, -4
O=C(Nc1cccc(F)c1)C1CCN(c2nnnn2-c2ccccc2)CC1
    5, -2, -0.1, -4, -2, 3, -5, -6, 4, 3
CC(C)(C)c1ccc(Cc2n[nH]c(=S)[nH]c2=O)cc1
    -2, -1, 0.2, 7, 1, 1, -3, 0, 3, 9
c1ccc2c(CNCCN3CCOCC3)cccc2c1
    3, -1, -0.4, 2, 5, 1, -9, 3, -2, 14
COc1ccc(-c2c(-c3cc(OC)cc(OC)c3)n(C)c3ccc(-c4ccc(OC)nc4)cc23)cc1
    1, 1, -0.5, -5, 0, 19*, 2, 3, -3, -6
O=C(CNC(=O)c1ccco1)OCC(=O)c1ccc(Br)cc1
    1, -3, -0.6, -2, 1, -1, 7, -2, -4, 18
O=C1c2ccccc2C2(c3ccccc3)NCCN12 (stereo not given)
    4, -2, 0.0, -2, 2, -4, -3, -4, -3, 7
COc1ccc(N(CC(=O)NCCSc2ccccc2)S(C)(=O)=O)cc1
    4, -1, -0.3, 0, 5, -2, -2, -1, 4, 3
CC1CCN(CC(=O)NNC(=O)c2cccc(Br)c2)CC1
    7, -3, -0.4, -5, -3, 0, -5, -3, 11, 19
CC1(C)Cc2c(cnn2-c2ccccc2)C(=O)/C1=N\NC(=O)c1ccncc1
    6, -2, -0.1, -2, 3, -1, -1, 2, -9, 7
O=C(NC1CCCCC1)C(c1ccccc1F)n1c(=O)c(-c2cc3ccccc3[nH]2)nc2ccccc21 (stereo not given)
    1, 1, -92, -1, 3, -2, -37, -4, 1, -4
Nc1nc(Cl)cc(Oc2ccc(Cl)cc2)n1
    -2, -1, 0.0, 0, 4, 0, 2, -4, 8, -2
CCCOC(=O)c1cc(=O)[nH]c2ccccc12
    5, -1, -0.3, 2, 5, -4, -3, -6, 0, -14
COC(=O)[C@]12C[C@H](CC(=O)NCc3cccc(C(F)(F)F)c3)C(=O)N(Cc3ccc(Cl)cc3Cl)C1=C[C@H](C1CCCC1)O[C@@H]2C
    /, 0, 0.0, 2, 0, -3, 1, 1, -6, -2
COC(=O)[C@@H](NCc1ccc(OC)c(B(O)O)c1)C(C)C
    3, 1, 0.2, 0, 3, -2, 7, 2, 2, 1
CCOC(=O)N1CCN(Cc2oc(CO)cc(=O)c2O)CC1
    6, 0, 0.2, 1, 1, 2, 3, -7, 3, 5
c1csc(CNc2ncnc3sccc23)c1
    11, -2, -0.2, -3, 3, 0, 2, -2, 5, -5
CCc1nc2ccc(C(=O)NCCN(C)C)cn2c1N(CC)CCOC
    -2, 1, -0.6, 0, -2, -3, 4, -1, 0, 6
COc1ccc(/C=C2\SC(N)=NC2=O)cc1Cl
    -1, 0, 0.1, 4, 4, -4, -4, 2, 0, -10
O=C(NCc1ccccn1)c1nc(-c2ccc(C(F)(F)F)cc2)no1
    2, 1, -0.6, -1, 2, 0, 1, 2, 2, -2
OCCNc1nc2ccccc2nc1NCCO
    -10, 1, 4.6, 5, -4, -5, 0, 1, -4, -11
COC(=O)C1CCN(C(=O)COC(=O)COc2ccc(C#N)cc2)CC1
    5, 0, 0.0, 0, -10, 7, -10, -1, 2, 1
Cc1[nH]n2c(=O)cc(C(C)(C)C)nc2c1-c1ccccc1
    -4, -7, -7.7, -1, 4, 3, 11, -4, -4, 1
O=C1CC(NS(=O)(=O)c2cccnc2)CN1c1ccc(Cl)cc1 (stereo not given)
    1, 3, 0.5, -1, -3, 1, 3, -2, -9, -7
CCCS(=O)(=O)N1CCN(C(=O)CCC2CCCC2)CC1
    -7, -2, -0.8, -1, -2, 0, -4, -2, -4, 1
CCOC(=O)c1c(C)n(CCNC(C)=O)c2ccc(OC)cc12
    0, 2, -0.7, -3, 1, 2, 2, -2, -9, -1
Cc1cc(-c2n[nH]c(=S)n2N=Cc2ccc(OCc3ccccc3)cc2)n[nH]1
    /, -2, -0.2, 4, -2, 2, 14, -4, 2, 3
CSc1ccc(C(c2c(C(=O)O)[nH]c3ccccc23)c2c(C(=O)O)[nH]c3ccccc23)cc1
    1, -3, -0.2, -5, 0, 6, 5, -5, 0, -7
Cc1cc2oc(=O)cc(CN3CCN(S(=O)(=O)c4ccc5c(c4)OCCO5)CC3)c2cc1C
    7, -2, 0.0, -2, -2, 3, 1, -5, 6, 3
Cc1nn(C)c(Cl)c1S(=O)(=O)N[C@@H](c1ccccc1)[C@]1(C)C[C@H]1[C@@H](C)C(=O)Nc1ccc2ccccc2c1
    1, 3, 0.2, -3, -10, 3, -41, 1, -12, -6
O=S1(=O)CC(N2CCSCC2)CN1Cc1cn(Cc2ccc(F)cc2)nn1 (stereo not given)
    1, 2, 0.0, 1, 7, 2, 12, -5, 2, 6
O=C(NCCc1ccc(Cl)cc1)C1CCCN1C(=O)NCc1ccccc1 (stereo not given)
    -5, 2, -0.3, 4, -1, -4, -3, 4, -6, 0
CCn1c2ccccc2c2cc(/C=N/n3c(C)nnc3C)ccc21
    -1, 1, -32, 2, 3, -6, 0, -1, 1, 11
COc1ccc(-c2cnc3c(NC=O)cc(-c4ccccc4OC)cn23)cc1OC
    -2, -1, -0.4, 2, -7, -2, 16, -3, -7, -5
COC(=O)c1cccc(-c2ccc(C(c3c(C)[nH][nH]c3=O)c3c(C)[nH][nH]c3=O)o2)c1
    -3, 15, -0.8, 29*, -2, 14*, 8, -2, -6, 57*
COc1ccccc1NC(=O)c1ccc(NS(=O)(=O)c2ccc(F)c(F)c2F)cc1
    4, 0, -0.4, 1, 0, 0, 3, 4, 1, -14
CC(=O)NC(=O)NC1OC(=O)C(Cl)=C1Cl (stereo not given)
    -1, 1, -0.2, 2, -7, 2, 5, 1, -6, 6
CN(C(=O)c1ccc(NC(=O)Cc2ccc(NC(=O)C3CCCN(C(=O)C4CCCC4)C3)cc2)cc1)C1CC1 (stereo not given)
    1, 1, 0.8, 1, -8, 1, -3, -2, -9, -5
COc1ccc(NC(=O)C(=O)NCC2CCCN2S(=O)(=O)c2cccs2)cc1 (stereo not given)
    6, 3, 0.4, 2, 9, 2, -9, 0, 2, 20
CCn1c(O)c(N=NC(=O)CNC(=O)/C=C/c2ccccc2)c2ccccc21
    0, 2, 0.2, 5, -1, -8, -3, 1, 3, -9
COc1ccc(CCNC(=O)CC(Cc2ccc(C)cc2)C(=O)O)cc1OC (stereo not given)
    -4, 1, -0.1, -1, -6, -2, 7, 0, -3, 9
CC(NC(=O)C(NC(=O)OCc1ccccc1)C(C)O)C(=O)OCc1ccccc1 (stereo not given)
    0, -1, 0.2, -1, 0, -2, 4, -2, 5, -8
COc1ccc(CNC(=O)COC(=O)CN2C(=O)NC3(CCCC3)C2=O)cc1
    6, 1, -0.3, -1, 2, 1, -2, -6, -3, 10
CC1(C(=O)NS(=O)(=O)c2ccc(Cl)cc2)CCN1C(=O)C/C=C/c1ccccc1 (stereo not given)
    -6, 3, 0.0, 3, -6, 4, 3, -1, -7, -7
C/C(=N\NC(=O)c1cccc([N+](=O)[O-])c1)c1cccs1
    5, 3, 0.2, -2, -9, 4, -1, -3, -4, -13
Cc1ccc(C(=O)N/C(=C\c2ccco2)C(=O)NCCCn2ccnc2)cc1C
    -3, 0, 0.5, 1, 6, 4, 8, -1, 4, -9
CCOC(=O)c1c(NC(=O)COC(=O)Cn2cnc3c2c(=O)n(C)c(=O)n3C)sc(C)c1CC
    8, -1, -0.8, -4, -5, 2, -8, -6, 6, 2
C[C@@H]1CNC(=O)c2c(C(=O)NCc3ccc(CNC(=O)OC(C)(C)C)cc3)ncn21
    -7, -3, 0.2, 3, -5, 2, -4, -1, 4, 3
COc1ccc(-c2nc(-c3ccccc3OC)no2)cc1OC
    -1, 4, 1.1, 5, -1, -4, -8, 2, 12, -6

The listing continues.
Results follow in this order: TCR-CD3 inh, UHRF1 binding, KLK7 zymogen act, PRMT1 FP inh, Tn7 DDE FP, LEDGF integ inh, SIAE primary, MBD2 DNA inh, Tn6 DDE FP, TDP2 absorb
Cc1sc2nc(Cc3ccccc3)[nH]c(=O)c2c1-c1ccccc1
    -2, -1, 0.5, -4, -3, -2, 7, -3, 8, 5
O=C(Cn1nc([N+](=O)[O-])nc1Br)NC(c1ccccc1)c1ccccc1
    0, 5, 0.7, 6, -2, 4, 4, 6, -2, -7
COc1ccc(-c2cc(C(=O)N(C3CCCCC3)C3CCCCC3)no2)cc1
    /, -1, 0.5, 3, 3, -3, 3, 5, -5, 4
CCOC(=O)C1=C(O)CSC1=Nc1ccccc1
    7, 0, -0.2, -4, -2, 0, 1, 1, -9, -6

Assay outcomes from PubChem BioAssay.
